Screens: PubChem, NMMLSC
Myeloid diff MLP: induction of myeloid progenitor differentiation, primary screen, cell-based, flow cytometry, MLPCN library | ER-HoxA9 myeloid progenitors, lysozyme-GFP differentiation | calls only at 10 µM | 1% of 360,000 active;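 active means normalized GFP-positive differentiation at or above the plate's own cutoff, the solvent-only control mean plus 3 SD; inconclusive means no clear call, values can overlap the other calls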;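 further: cells exposed to compound for four days before flow analysis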
Myeloid diff MLP GFP+ MAC1+ %: also measured in Myeloid diff MLP; calls as there; GFP+ MAC1+ double positive, %; measured here: differentiation confirmed by MAC1 staining
Numbers without * were called inactive; i = inactive; ? = inconclusive; · = no result given; + = active, no number. Only part of the results is shown; count on the stated rates, not on these rows.

Structure | Myeloid diff MLP | Myeloid diff MLP GFP+ MAC1+ %
CN(C)c1ccc(CC(=O)N2CCCC(c3cc(C(=O)Nc4ccc(F)c(Cl)c4)no3)C2)cc1 (centres undefined) | i | 0.7
CCC1NC(=O)c2cc3ccccc3cc2-n2c1nc1ccc(F)cc1c2=O (centres undefined) | i | 1.0
CCN(CC)S(=O)(=O)c1ccc(SCC(=O)c2c(N)n(C3CC3)c(=O)[nH]c2=O)nc1 | i | 1.7
COc1ccccc1NS(=O)(=O)c1cccc(C(=O)N/N=C(\C)c2ccncc2)c1 | i | 0.5
COC(=O)C1=CN(c2ccc(C(C)(C)C)cc2)C(N)=C(C#N)C1c1cccc([N+](=O)[O-])c1 (centres undefined) | i | 2.3
O=C(NCc1ccccc1)C1C(c2ccccc2)=Nc2ccccc2N1C(=O)c1ccncc1 (centres undefined) | i | 4.0
CC(C)(C)C1CCC(=O)N2CCC[C@]2(c2ccccc2)C1 (some centres undefined) | i | 1.0
C[C@H](CO)N1C[C@H](C)[C@@H](CN(C)S(=O)(=O)c2ccc(Oc3ccccc3)cc2)OCc2cnnn2CCCC1=O | i | 0.2
O=C1CNc2cc(Cl)ccc2N1 | i | 0.9
CC(C)Oc1ccc(S(=O)(=O)N2CCOCC2)cc1NC(=O)c1ccc(Cl)c(S(=O)(=O)N2CCOCC2)c1 | i | 0.7
c1ccc(OCCOCCOc2ccccc2)cc1 | i | 0.9
COC1=Nc2ccccc2N2CCN=C12 | i | 1.5
Cc1ccccc1OCCC(=O)Nc1cc(S(=O)(=O)N2CCCCC2)ccc1N1CCN(C)CC1 | i | 0.9
Cn1cc(C(=O)NCCc2ccccc2)c(=O)c2cc(S(=O)(=O)N3CCOCC3)ccc21 | i | 0.7
Clc1ccc2nc3ccccc3cc2c1 | i | 0.8
COc1cc(CNC(=O)c2cc(-c3ccc(OC)cc3C)n[nH]2)cc(OC)c1 | i | 0.8
C=Cc1ccc(Cn2c(C)c(C(=O)NCc3ccc4c(c3)OCO4)sc2=O)cc1 | i | 2.8
CCOC(=O)C1=CCN(S(=O)(=O)c2ccc(Cl)cc2)C1c1cccc(C)c1 (centres undefined) | i | 1.2
Cc1ccc(C)c(N2CCN(C(C(=O)NC3CCCC3)c3ccco3)CC2)c1 (centres undefined) | i | 3.6
C#CCOCCOCCOCCNc1nc(N2CCN(C(=O)Cn3cc(CCO)nn3)CC2)nc(N2CCN(C(=O)[C@H]([C@@H](C)CC)n3cc(CCCN=C(N)N)nn3)CC2)n1 | i | 1.2
CCOC(=O)C1(C#N)C(=O)CSC1=Nc1ccccc1Cl (centres undefined) | i | 0.8
COc1ccccc1CN(C)C[C@@H]1OCc2cnnn2CCCC(=O)N([C@@H](C)CO)C[C@H]1C | i | 0.2
Cc1ccc(NC(=O)c2cc(S(=O)(=O)N3CCCCC3)ccc2N2CCOCC2)cc1 | i | 1.2
O=C1c2ccccc2/C(=C\C#Cc2ccccn2)N1c1ccccc1 | i | 3.0
CCc1nc2c(OCC(=O)c3ccc(Cl)cc3Cl)cccn2c1N(C=O)Cc1ccccc1 | i | 0.7
Cc1cccc(C)c1NC(=O)C1(C)CSCC(=O)N1CCOc1ccccc1 (centres undefined) | i | 3.7
COCCN(Cc1ccc(OC)cc1)c1c(C)nc2ccc(C(=O)Nc3ccc(NC(C)=O)cc3)cn12 | i | 1.7
CCOC(=O)C1(C)CCN1C(=O)c1cc2ccccc2s1 (centres undefined) | i | 0.9
COc1cc2c(cc1OC)CN(C(=O)c1ccc(OC)c(S(=O)(=O)N3CCCC3)c1)CC2 | i | 0.7
CCOC(=O)N1CCN(C(c2ccnc3ccccc23)c2nnnn2-c2ccc3c(c2)OCCO3)CC1 (centres undefined) | i | 1.1
CSc1ncnc2c1ncn2CCCNCc1ccco1 | i | 0.6
COc1cccc(C(=O)N2CCC2(C)C(=O)NC(C)C)c1 (centres undefined) | i | 0.8
CCSC1OC(C(COC(C)=O)OC(C)=O)C(OC(C)=O)C1NC(C)=S (centres undefined) | i | 0.4
Cc1cc(=O)oc2c(C)cc(C(C)(C)C)cc12 | i | 0.4
CCCn1c(SCC(=O)Nc2ccc3c(c2)OCCO3)n[nH]c1=O | i | 0.6
O=C(C[C@H]1CC[C@H]2[C@@H](COC[C@@H](O)CN2C(=O)c2cnccn2)O1)NCc1ccc(Oc2ccccc2)cc1 | i | 1.5
Cc1cccc(C(=O)Nc2ccc(C(=O)c3ccncc3)cc2)c1 | i | 0.4
COCCNc1nc(-c2ccccc2CO)c2sc(-c3ccccc3)cc2n1 | ? | ·
CC(C)(C)NC(=O)C(c1cccc2ccccc12)n1c(=O)c(-c2ccccc2)nc2ccccc21 (centres undefined) | i | 2.8
Cc1ccc(C([O-])=C(C(=S)NCc2ccccc2)[n+]2cccc(CO)c2)cc1[N+](=O)[O-] | i | 0.9
CC(=O)NC(C)(c1ccccc1)c1nc(-c2cccc3cccnc23)cs1 (centres undefined) | i | 1.5
CCCCN1C[C@H](C)[C@@H](CC(=O)NC)C1=O | i | 0.4
O=C(Nc1ccc2c(c1)OCCO2)C1C(c2ccccc2)=Nc2ccccc2N1C(=O)c1cccnc1 (centres undefined) | i | 2.7
CC(Nc1ccc(Br)cc1)C(=O)NC(=O)NC1CCCCC1 (centres undefined) | i | 0.7
CCc1nc2ccc(C(=O)Nc3cccc(OC)c3)cn2c1N(CC)CCN(C)C | i | 2.4
CC1=CC(C)C(=O)N(CCN2CCOCC2)C(C)=C1 (centres undefined) | i | 0.4
COCCNC(=S)N(C)[C@H]1C[C@H]2c3cc(Oc4ccccc4C)ccc3CCN2C(=O)[C@H]1[C@H](C)O | i | 0.9
COc1cc(C(=O)C(=O)N2CCN(c3ccc(C)cc3)CC2)cc2ccccc12 | i | 2.3
O=C(/C=C/[C@H]1O[C@@H](n2ccc(=O)[nH]c2=O)[C@H](O)[C@@H]1O)NCc1cccs1 | i | 0.7
Nc1nc2ncccc2cc1C(=O)NC1CCCCC1 | i | 1.1
Cc1cccc(C)c1NC(=O)C(C1CC1)n1c(=O)c(-c2ccco2)nc2ccccc21 (centres undefined) | i | 1.3
O=C(Nc1cccc(OC(F)(F)F)c1)C1Cc2c(-c3cccc(F)c3)ccnc2O1 (centres undefined) | i | 0.8
CC(C1SC(=S)NC1=O)C1SC(=S)NC1=O (centres undefined) | i | 1.8
COc1cc(CNC(=O)c2cc(-c3cc(OC)ccc3Cl)n[nH]2)cc(OC)c1 | i | 1.5
O=C(O)CC(c1ccccc1)c1ccc2c(c1)OCO2 (centres undefined) | i | 0.4
O=C(Nc1ccc2ccccc2c1)C(c1ccccc1)n1c(=O)c(-c2cc3ccccc3[nH]2)nc2ccccc21 (centres undefined) | i | 1.3
CC(C)C[C@H]1CN(CCCC[C@H]2CNC(=O)C(=O)N2CC2CCCCC2)C(=O)C(=O)N1CCC1CCCCC1 | i | 2.1
COCc1cccc(-c2csc(C(NC(C)=O)c3ccc(F)c(F)c3)n2)c1 (centres undefined) | i | 2.3
O=C1NC2(c3ccccc3)NC(=O)NC2(c2ccccc2)N1 (centres undefined) | i | 0.7
CCCCN(c1ccccc1)S(=O)(=O)c1cccc(C(=O)Nc2c(C)n(C)n(-c3ccccc3)c2=O)c1 | i | 0.5

For reference, part of the list above.
Structure | Myeloid diff MLP | Myeloid diff MLP GFP+ MAC1+ %
CC(=O)NC(C)(c1ccccc1)c1nc(-c2cccc3cccnc23)cs1 (centres undefined) | i | 1.5
CCCCN1C[C@H](C)[C@@H](CC(=O)NC)C1=O | i | 0.4
O=C(Nc1ccc2c(c1)OCCO2)C1C(c2ccccc2)=Nc2ccccc2N1C(=O)c1cccnc1 (centres undefined) | i | 2.7
CC(Nc1ccc(Br)cc1)C(=O)NC(=O)NC1CCCCC1 (centres undefined) | i | 0.7
CCc1nc2ccc(C(=O)Nc3cccc(OC)c3)cn2c1N(CC)CCN(C)C | i | 2.4
CC1=CC(C)C(=O)N(CCN2CCOCC2)C(C)=C1 (centres undefined) | i | 0.4
COCCNC(=S)N(C)[C@H]1C[C@H]2c3cc(Oc4ccccc4C)ccc3CCN2C(=O)[C@H]1[C@H](C)O | i | 0.9
COc1cc(C(=O)C(=O)N2CCN(c3ccc(C)cc3)CC2)cc2ccccc12 | i | 2.3
O=C(/C=C/[C@H]1O[C@@H](n2ccc(=O)[nH]c2=O)[C@H](O)[C@@H]1O)NCc1cccs1 | i | 0.7
Nc1nc2ncccc2cc1C(=O)NC1CCCCC1 | i | 1.1
Cc1cccc(C)c1NC(=O)C(C1CC1)n1c(=O)c(-c2ccco2)nc2ccccc21 (centres undefined) | i | 1.3
O=C(Nc1cccc(OC(F)(F)F)c1)C1Cc2c(-c3cccc(F)c3)ccnc2O1 (centres undefined) | i | 0.8
CC(C1SC(=S)NC1=O)C1SC(=S)NC1=O (centres undefined) | i | 1.8

Exported as labelled records: part of the list above.
O=C(Nc1ccc2c(c1)OCCO2)C1C(c2ccccc2)=Nc2ccccc2N1C(=O)c1cccnc1 (centres undefined)
- Myeloid diff MLP: i
- Myeloid diff MLP GFP+ MAC1+ %: 2.7

CC(Nc1ccc(Br)cc1)C(=O)NC(=O)NC1CCCCC1 (centres undefined)
- Myeloid diff MLP: i
- Myeloid diff MLP GFP+ MAC1+ %: 0.7

Next compounds:
Structure | Myeloid diff MLP | Myeloid diff MLP GFP+ MAC1+ %
CCC(C)C(CO)NCCCn1cnc2c(SC)ncnc21 (centres undefined) | i | 0.8
CCC(C)Cn1cnc2c(SCc3ccccn3)nc(N)nc21 (centres undefined) | i | 1.2
O=C1C=CC(=O)N1Cc1ccccn1 | i | 0.4
O=C1CCCCCN1C(=O)c1ccccc1 | i | 1.5
Cc1cc(F)ccc1S(=O)(=O)Nc1ccccc1C(=O)NC1CCN(Cc2ccccc2)CC1 | i | 0.6
Cc1c(C(=O)NCc2cccc(C(F)(F)F)c2)sc(=O)n1Cc1ccc(F)cc1 | i | 5.6
CC(C)(C)OC(=O)N1C(=O)[C@](OC(=O)c2ccccc2)(c2ccccc2)c2cccc(F)c21 | i | 1.2
CC(C)(C)NC(=O)C(c1cc2ccccc2o1)n1c(=O)c(-c2ccco2)nc2ccccc21 (centres undefined) | i | 2.9
CCOc1ccc(-c2nc(CSCC(=O)NC3CCN(Cc4ccccc4)CC3)c(C)o2)cc1 | i | 1.1
COCCCN1C(=O)C(CC(=O)NCCc2ccccn2)CC(C(=O)N(C(C)C)C(C)C)=C1C (centres undefined) | i | 0.9
c1ccc(C2OCCN2c2ccccc2)cc1 (centres undefined) | i | 1.0
CC(C)Nc1nc(NCCN2CCCC2)c2sc(-c3ccccc3)cc2n1 | + | 3.7*
COc1ccc(NC(=O)CN(C)C(=O)c2ccc(S(=O)(=O)N3CCOCC3)cc2)cc1 | i | 1.5
CCOC(=O)C1=CC[C@@H](c2ccccc2)N(S(=O)(=O)c2ccc(C)cc2)[C@H]1c1ccc(C#N)cc1 | i | 1.2
CCCCNC(=O)C[C@@H]1C[C@@]2(C(=O)OC)CC(C)(C)CC=C2N(Cc2ccc3c(c2)OCO3)C1=O | i | 2.6
COc1cccc(C(C)(O)c2nc(-c3ccc(OC)c(OC)c3)cs2)c1 (centres undefined) | i | 1.8
COc1ccccc1CNc1nc(NCc2ccccc2SC)c2sccc2n1 | i | 1.7
O=C(OCC(=O)N1CCOCC1)c1cncc(Br)c1 | i | 0.7
Cc1ccc2oc(NC3=NC4(CCCC4)C4=C(CCCC4=O)N3)nc2c1 | i | 0.9
CC1CC(=O)Nc2ccccc2N1C(=O)COc1ccccc1C(N)=O (centres undefined) | i | 1.5
CCOc1ccc(CCN2C(=S)N([C@@H](CC(C)C)CN3CCCC3CN3C(=S)NC[C@@H]3Cc3ccc(O)cc3)C[C@@H]2Cc2ccccc2)cc1 (some centres undefined) | i | 1.6
Cc1nc(C(=O)O)cc([N+](=O)[O-])c1C | i | 0.9
OC[C@@H]1CN(Cc2ccc(-c3ccccc3)cc2)C[C@H](n2cnc3c(NCc4ccncc4)ncnc32)O1 | i | 0.5
O=C(NCc1cccc(C(F)(F)F)c1)c1[nH]c(C(F)(F)F)nc1-c1ccccc1 | i | 0.7
CC1(C(=O)Nc2ccc3c(c2)OCO3)CCN1C(=O)CC1CC1 (centres undefined) | i | 0.9
C#CCNC(=O)c1cc(-c2ccccc2)sc1N | i | 1.3
Cn1ccc2c(-c3cccc(C=O)c3)cc3c(c21)C1CCC3C1 (centres undefined) | i | 1.3
C=C(C1=CCN(S(=O)C(C)(C)C)[C@@H]1CCO)c1ccccc1 (some centres undefined) | i | 0.6
CCCN1CCC(C)(C(=O)Nc2cccc(OC(C)C)c2)C1 (centres undefined) | i | 1.7
O=C(N[C@@H](c1ccccc1)[C@H](O)c1ccccc1)[C@@H]1CCCN1C(=O)OCc1ccccc1 | i | 3.8
COc1ccc(S(=O)(=O)N2CCCCC2c2cc(C(=O)Nc3ccccc3)no2)cc1 (centres undefined) | i | 0.5
O=c1[nH][nH]c2c1C(C1CCCCC1)OC(C1CCCCC1)C2 (centres undefined) | i | 0.6
Cc1ccc(CN2CCC(C)(Oc3cccc(Cl)c3)C2)cc1 (centres undefined) | i | 0.7
COc1cccc(OCC(=O)NCCS(=O)(=O)N2CCN(c3ccccc3)CC2)c1 | i | 1.2
CC=CCn1c(SCc2ccccc2)nc2c1c(=O)[nH]c(=O)n2C | i | 0.6
CCOc1ncccc1C(=O)OC(C)C(=O)NC1CCCCC1 (centres undefined) | i | 0.5
CCc1nc2ccc(C(=O)NCCCn3ccnc3)cn2c1N(CC)C(=O)NCCc1ccccc1 | i | 1.1
CCOC(=O)CCc1ccc(NC(=O)/C=C/c2ccc([N+](=O)[O-])o2)cc1 | ? | ·
S=c1[nH]nc2ccccn12 | i | 0.6
COc1cc(O)c(C(=O)O)c(CCc2ccccc2)c1 | i | 0.6
CC(C)(C)OC(=O)N1CCN(C(c2ccnc3ccccc23)c2nnnn2-c2ccc3c(c2)OCCO3)CC1 (centres undefined) | i | 1.0
O=C(Nc1cccc(C(=O)N2CCCCC2)c1)C1CC1 | i | 0.3
CCN(C)C1CN(Cc2cn(Cc3cccc(Cl)c3)nn2)S(=O)(=O)C1 (centres undefined) | i | 1.7
